Source: PubChem (Icahn School of Medicine at Mount Sinai)
ROC1-CUL1 inh: inhibitors of human ROC1-CUL1 ubiquitin ligase activity. 140,000 compounds, 0.6% hits. AID 1347404, 2020. inhibition, % at 10 µM. E3 ubiquitin-protein ligase RBX1 (Homo sapiens) + Cullin-1 (Homo sapiens), P62877+Q13616. in vitro K48 di-Ub FRET, acceptor:donor ratio, 45 min; in the data active = inhibition above about 25%
Target sequence (P62877 whole entry, looked up): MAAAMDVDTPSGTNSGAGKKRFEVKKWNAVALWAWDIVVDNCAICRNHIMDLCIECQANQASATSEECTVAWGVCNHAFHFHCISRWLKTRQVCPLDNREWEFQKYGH
Target sequence (Q13616 whole entry, looked up): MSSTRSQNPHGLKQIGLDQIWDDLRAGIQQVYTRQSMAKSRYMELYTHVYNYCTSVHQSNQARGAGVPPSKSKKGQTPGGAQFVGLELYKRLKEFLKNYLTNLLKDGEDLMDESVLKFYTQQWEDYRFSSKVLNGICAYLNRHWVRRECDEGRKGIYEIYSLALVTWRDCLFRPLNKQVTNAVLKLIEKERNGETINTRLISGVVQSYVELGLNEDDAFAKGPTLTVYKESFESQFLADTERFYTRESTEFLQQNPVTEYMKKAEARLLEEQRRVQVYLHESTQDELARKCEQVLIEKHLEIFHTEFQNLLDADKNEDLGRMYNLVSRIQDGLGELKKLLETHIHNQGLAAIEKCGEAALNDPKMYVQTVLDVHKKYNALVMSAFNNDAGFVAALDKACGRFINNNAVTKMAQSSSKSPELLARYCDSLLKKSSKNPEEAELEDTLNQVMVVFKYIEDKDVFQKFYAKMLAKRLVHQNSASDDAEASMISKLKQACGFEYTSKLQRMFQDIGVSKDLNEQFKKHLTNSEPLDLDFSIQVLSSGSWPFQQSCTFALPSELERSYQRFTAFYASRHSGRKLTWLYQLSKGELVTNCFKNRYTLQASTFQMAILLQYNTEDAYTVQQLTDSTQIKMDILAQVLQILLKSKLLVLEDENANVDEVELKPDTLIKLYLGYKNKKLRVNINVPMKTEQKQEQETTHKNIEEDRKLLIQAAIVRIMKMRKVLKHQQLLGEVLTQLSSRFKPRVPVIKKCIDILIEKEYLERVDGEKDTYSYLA
The depositor's hits bear a star. Only part of the results is shown. The share of hits here may be higher or lower than overall.

SMILES	ROC1-CUL1 inh
Cc1cc(C)c2c(c1)c(-c1ccccc1)c(-c1ccccc1)n2CC(O)Cn1cnc(-c2ccccc2)c1-c1ccccc1 (stereo unspecified)	-7
COc1ccc(C2=NN(C(C)=O)C(c3ccc(F)cc3)C2)cc1 (stereo unspecified)	6
CN(CCC1CCOCC1)C(=O)c1csc2nc(-c3ccc(F)cc3)cn12	-13
O=C(O)CCc1cnn(-c2ccccc2)c1	-3
CCOc1ccccc1NC(=O)CN1C(=O)COc2ccc(S(=O)(=O)NC3CCCC3)cc21	-19
Cc1cccc(Cn2c(=O)n(CCC(=O)NCc3ccc4c(c3)OCO4)c(=O)c3sccc32)c1	-8
O=C(c1ccccc1)C12C3C4C1C1C2C3C1(Br)C41OCCO1 (stereo unspecified)	8
CCOC(=O)N1CCc2c(sc3c2c(=O)n(-c2ccc(Cl)cc2)c(=O)n3CC(=O)c2ccc(F)cc2)C1	12
CCOC(=O)c1cc(-c2ccccc2)n(CCCC(=O)Nc2cc(C)ccc2OC)c1C	3
OCCCNc1ccc(-c2nc(Cc3ccccc3)no2)cn1	11
Cc1ccc(Cl)cc1NC(=O)C(C(C)C)N1C(=O)c2ccccc2C1=O (stereo unspecified)	10
COc1ccccc1NC(=O)Cn1c(=O)n(Cc2ccccc2)c(=O)c2c1c1cc(C)ccc1n2C	-3
c1cc2c(cc1-c1noc3c1CN(C1CCSC1)CC3)OCO2 (stereo unspecified)	7
C=CCn1c(SCC(=O)c2ccccc2)nnc1-c1ccncc1	-7
CCc1ccc([C@@H]2C[C@H]3CN(Cc4ccccc4OC)C(=O)[C@]34CCCN24)o1	3
Cn1c(-c2cccc(Br)c2)cnc1NCc1cccc(F)c1	3
CCC1CCCCN1S(=O)(=O)c1ccc(C(=O)Nc2sc3c(c2C(=O)NC)CCC3)cc1 (stereo unspecified)	-8
C/C(=N\NC(=O)c1ccc(C(=O)N/N=C(\C)c2ccco2)o1)c1ccco1	-6
COC(=O)c1ccc(Nc2ncnc3c2nc2n3CCCC2)cc1	6
COC(=O)Cn1cc(/C=N/NC(=O)c2cccc(C(F)(F)F)c2)c2ccccc21	4

Six compounds already listed, sorted by the value under ROC1-CUL1 inh, highest first:
SMILES	ROC1-CUL1 inh
COC(=O)c1ccc(Nc2ncnc3c2nc2n3CCCC2)cc1	6
COC(=O)Cn1cc(/C=N/NC(=O)c2cccc(C(F)(F)F)c2)c2ccccc21	4
CCc1ccc([C@@H]2C[C@H]3CN(Cc4ccccc4OC)C(=O)[C@]34CCCN24)o1	3
COc1ccccc1NC(=O)Cn1c(=O)n(Cc2ccccc2)c(=O)c2c1c1cc(C)ccc1n2C	-3
C/C(=N\NC(=O)c1ccc(C(=O)N/N=C(\C)c2ccco2)o1)c1ccco1	-6
C=CCn1c(SCC(=O)c2ccccc2)nnc1-c1ccncc1	-7

The list goes on:
SMILES	ROC1-CUL1 inh
COc1ccc(C2=NN(c3nc(-c4ccccc4)c4cc(C)ccc4n3)C(c3ccc(OC)cc3)C2)cc1 (stereo unspecified)	3
COc1cc2c(cc1OC)CN(C1CCCN(Cc3cnc(N(C)C)s3)C1)CC2 (stereo unspecified)	10
Cc1ccc(NC(=O)C2CCC2)cc1C	-1
CCCCOc1ccc(C(=O)N(Cc2ccc(N(C)C)cc2)Cc2ccco2)cc1	-8
COc1ccccc1OC(=O)C1CCCCC1	2
Cc1c(CN2C[C@H](O)[C@@H](N3CCOCC3)C2)[nH]c2ccc(F)cc12	-9
CCc1ccc(-c2cc(C(=O)N3CCCC3)c3cc(Br)ccc3n2)cc1	1
CCc1ccc(Oc2c(C(F)(F)F)oc3cc(OCc4cccc5ccccc45)ccc3c2=O)cc1	-4
Cc1ccc(-c2cc(C(=O)NCc3ccc(S(N)(=O)=O)cc3)c3cc(Br)ccc3n2)cc1	9
CCOC(=O)c1cccc(NC(=O)c2cc3ccccn3n2)c1	-10
CCOC(=O)c1[nH]c2ccc(C)cc2c1NC(C)=O	2
COc1cc(C(=O)Nc2ccc3oc(-c4ccc(C)cc4C)nc3c2)cc(OC)c1OC	-5
Cc1ccc2c(c1)C(=O)CC(C)O2 (stereo unspecified)	-4
CCC(CO)N=CC1C(=O)CC(C)(C)CC1=O (stereo unspecified)	-18
Cc1ccc(Sc2c(C)nn(C(=O)COc3ccccc3)c2C)cc1	3
CN1CCCCC1COC(=O)C1c2ccccc2CCc2ccccc21 (stereo unspecified)	-10
COc1ccc(NC(=O)Cn2c(=O)oc3ccccc32)cc1	7
CN(CC(=O)N1CCc2[nH]nc(C3CCC3)c2C1)C1CCS(=O)(=O)C1 (stereo unspecified)	8
COc1ccc(-c2noc(CN3C[C@@H]4CCC[C@H]3C4)n2)cc1	-4
CC(C)COC(=O)/C(C#N)=C\c1ccc(-c2ccccc2Cl)o1	-1

Single entries from above:
CCOC(=O)c1cccc(NC(=O)c2cc3ccccn3n2)c1 in ROC1-CUL1 inh = -10
CCOc1ccccc1NC(=O)CN1C(=O)COc2ccc(S(=O)(=O)NC3CCCC3)cc21 in ROC1-CUL1 inh = -19
Cc1ccc(NC(=O)C2CCC2)cc1C in ROC1-CUL1 inh = -1
Cc1ccc(Cl)cc1NC(=O)C(C(C)C)N1C(=O)c2ccccc2C1=O (stereo unspecified) in ROC1-CUL1 inh = 10
Cc1cc(C)c2c(c1)c(-c1ccccc1)c(-c1ccccc1)n2CC(O)Cn1cnc(-c2ccccc2)c1-c1ccccc1 (stereo unspecified) in ROC1-CUL1 inh = -7
CN1CCCCC1COC(=O)C1c2ccccc2CCc2ccccc21 (stereo unspecified) in ROC1-CUL1 inh = -10
Cc1ccc(Sc2c(C)nn(C(=O)COc3ccccc3)c2C)cc1 in ROC1-CUL1 inh = 3

Four compounds from above, arranged by molecular weight, smallest number first:
SMILES	ROC1-CUL1 inh
Cc1ccc2c(c1)C(=O)CC(C)O2 (stereo unspecified)	-4
CCOC(=O)c1[nH]c2ccc(C)cc2c1NC(C)=O	2
CN1CCCCC1COC(=O)C1c2ccccc2CCc2ccccc21 (stereo unspecified)	-10
COc1cc(C(=O)Nc2ccc3oc(-c4ccc(C)cc4C)nc3c2)cc(OC)c1OC	-5

Remaining list, next part
SMILES	ROC1-CUL1 inh
CCOC(=O)C1=C(c2ccccc2)OC(=N)C(C#N)C1c1ccccc1Cl (stereo unspecified)	-5
Cc1cccc(C(=O)NC(=S)Nc2ccccc2Sc2ncnc3scc(-c4ccccc4)c23)c1	-4
CC1=Nc2c(C(=O)Nc3ccc(F)cc3)cnn2C(c2ccc([N+](=O)[O-])cc2)C1C(=O)Nc1ccc(C)cc1C (stereo unspecified)	7
CN(Cc1nccs1)C(=O)CC(c1ccccc1)c1ccccc1Cl (stereo unspecified)	3
C=C(C)Cn1c(=O)c2c(nc3n(Cc4ccco4)c(C)c(C)n23)n(C)c1=O	-1
C=CCc1cc(/C=C2\SC(=O)NC2=O)cc(OCC)c1OCc1ccc(Br)cc1	-10
Cc1ccc(OCCCCCN2CCOCC2)c(Cl)c1	-1
O=C(NCCCc1ccccn1)c1ccc(N2CCCCO2)nc1	5
Cc1ccc(C)c(S(=O)(=O)c2nnn3c2nc(NC(C)C)c2sccc23)c1	-9
CSC(SC)=C(C(=O)c1ccccc1)[n+]1ccccc1	12
COc1ccccc1Nc1c2c(nc3ccc(NC(=O)c4ccc(N(C)C)cc4)cc13)CCCC2	-1
Cc1ccc(NC(=O)CCS(=O)(=O)c2cc(Br)cc3c2N(C(=O)C2CC2)CC3)cc1	11
O=C(NCc1ccccc1)c1cc2sccc2n1Cc1ccc(F)cc1	-6
CCOCCn1c(=O)c2c(nc3n(C4CCCCC4)c(C)cn23)n(C)c1=O	-2
O=C1OC(=O)c2ccc(Cl)c3cccc1c23	-9
Cn1nnc2cc(C(=O)N(CCO)c3ccccc3)ccc21	0
Cc1cccc(CS(=O)(=O)NC2CCCCCCC2)c1	-10
O=S(=O)(Nc1cccc(-c2ccc(N3CCOCC3)nn2)c1)c1cc(C(F)(F)F)ccc1Cl	4
NC(=O)c1ccccc1N=Cc1ccc([N+](=O)[O-])o1	-5
O=C(CN(c1ccccc1F)S(=O)(=O)c1ccccc1)NCCSCc1cccc(Cl)c1	10
O=C(O)c1cc2c3c(c1)C1CC=CC1C(c1ccc(Br)cc1)N3CC1CC=CC21 (stereo unspecified)	102*
Cc1cccc(CN2CCC(C(=O)NCc3ccncc3)CC2)c1	1
O=C(O)CCCNC(=O)c1cccc(C(=O)NCCCC(=O)O)n1	4
COc1ccc(/C=C/C(=O)c2sc3nc(-c4ccccc4)c(-c4ccccc4)n3c2C)cc1	19
O=C(CCc1cnccn1)N1CCCC(CCc2ccccc2C(F)(F)F)C1 (stereo unspecified)	5
Fc1ccc(Cc2nnc3sc(COc4ccccc4)nn23)cc1	-3
CCOC(=O)C1C(=O)NC(N2CCN(C)CC2)=NC1c1ccccc1OC (stereo unspecified)	-8
COc1ccc(S(=O)(=O)NC(C)(C)C)cc1C(=O)O	2
CCOc1ccc(C(=O)/C=C/c2ccc(OC)c(OCC)c2)c(O)c1	-7
CCCCOc1ccc(C(=O)N(Cc2ccc(C(C)C)cc2)C2CCS(=O)(=O)C2)cc1 (stereo unspecified)	5
CCCCNc1nc(N)nc(-c2cc(Cl)ccc2O)n1	0
COc1cc(C(=O)NCC(c2ccc3c(c2)OCO3)N2CCOCC2)cc(OC)c1OC (stereo unspecified)	-7
O=[N+]([O-])c1ccc2c(c1)COCC2	1
COc1cccc(-c2nc(CS(=O)(=O)CC(=O)Nc3cc(F)ccc3F)c(C)o2)c1	-4
O=C(N/N=C/c1ccccc1O)c1ccc(Nc2nc(-c3ccccc3)cs2)cc1	-1
COc1ccccc1C(=O)Nc1ccc(O)cc1	-12
N=C1/C(=C\c2ccc(Br)o2)C(=O)N=C2SC(C34CC5CC(CC(C5)C3)C4)=NN12	0
Cc1cccc(C)c1NC(=O)CSc1nnc(COc2ccc(Cl)cc2Cl)o1	3
Cc1ccc(-n2nnc(C(=O)N(C)c3ccccc3)c2C)cc1C	13
C/C=C/Cn1c(=O)c2c(nc3n(CC)c(C)cn23)n(C)c1=O	-2
COc1ccc(NC(=O)CN2C(=O)C(C)(C)c3ccccc32)cc1Cl	-5
O=C1CSc2nc(-c3ccccc3)c(-c3ccccc3)n21	3
O=c1[nH]c(=O)n(CCc2ccccc2)c2nccc(-c3ccc(F)cc3)c12	5
CSc1cccc(CNC2CCCc3nc(-c4cccnc4)ncc32)c1 (stereo unspecified)	2
COc1ccc(C2CC(C(F)(F)F)n3ncc(C(=O)NC(C)(C)C)c3N2)cc1 (stereo unspecified)	-1
Cc1ccc(-n2nnc(C(=O)NCC3CCCO3)c2C)cc1Cl (stereo unspecified)	4
Cc1cc(C)c(C)c(C(=O)COC(=O)c2ccc(-n3c(C)ccc3C)cc2)c1C	5
COC(=O)CCc1sc(NC(=O)CSc2ncc(-c3ccccc3)[nH]2)nc1-c1ccc(OC)cc1	-2
Cc1cc2ncc(C3(C)Cc4ccccc4C3(C)C)nc2cc1C (stereo unspecified)	-3
Cc1ccc(C(=O)n2nc(C)c(S(=O)(=O)N3CCOCC3)c2C)cc1	6

Remaining list, next part.
SMILES	ROC1-CUL1 inh
CCc1ccc(NC(=O)CC2C(=O)N(c3ccc(C)cc3)C(=O)N2C2CCCC2)cc1 (stereo unspecified)	-8
COC(=O)c1ccc(C2N[C@H](C(=O)O)CS2)cc1 (stereo partly specified)	5
O=S(=O)(c1ccccc1)n1nc(-c2ccco2)nc1NCc1ccccc1	8
O=C(NCC1(c2ccccc2)CCOCC1)c1ccc(Br)cc1	1
O=C(NCCN1CCCCC1)/C(=N\O)c1ccccn1	8
Cc1ccc2nc3c(cc(C(=O)NC(C)C)n3C)c(=O)n2c1	13
Cc1cc(C)cc(NC(=O)CN2C(=O)COc3ccc(S(=O)(=O)Nc4ccccc4)cc32)c1	-1
CCc1ccc(NC(=O)CC2C(=O)N(c3cccc(C)c3)C(=O)N2CCC(C)C)cc1 (stereo unspecified)	-11
O=C1c2ccc3c4c(ccc(c24)C(=O)N1CCO)C(=O)N(CCO)C3=O	-6
CCOc1ccc(CNCC2CCCN2CC)cc1 (stereo unspecified)	3
Cc1c(N=Cc2nc(-c3ccco3)oc2O)c(=O)n(-c2ccccc2)n1C	5
CC1=NC(=S)NC(c2cccs2)C1C(=O)N(C)C (stereo unspecified)	-6
Cc1ccc(Nc2nc(N)nc(CN3CCN(c4ccccc4)CC3)n2)cc1	8
Cc1c(Cl)cccc1N1C(=N)C(C#N)C(c2cc(CN3CCOCC3)cs2)C2=C1CCCC2=O (stereo unspecified)	-13
Cc1cc(=O)[nH]c(SCc2ccccc2Cl)n1	10
COc1ccc(-c2noc(CSc3nnc(-c4ccncc4)n3-c3ccc(C)cc3)n2)cc1	-11
CCOc1ccccc1NC(=S)NC(=O)c1ccccc1Cl	4
COc1ccc(Cl)cc1NC(=S)NC(=O)c1ccccc1F	-1
CCOC(=O)C1(Cc2ccc(OC)cc2)CCN(C(=O)[C@H](CCSC)NC(C)=O)CC1	1
CCn1ccnc1CNCc1cccnc1Oc1ccc(F)c(F)c1	3
CC(C(=O)NCc1ccccc1F)n1ccc2cc(S(=O)(=O)N3CCCC3)ccc21 (stereo unspecified)	-4
CC(NC(=O)CCCn1c(=O)c2cccn2c2cccnc21)c1ccccc1 (stereo unspecified)	2
CC12CC(=NO)CC1(C)CC(=NO)C2 (stereo unspecified)	-1
COc1cc(CNC2CC2)ccc1OCc1ccccc1F	-6
Cc1cc2c(cc1S(=O)(=O)Nc1cc(C(F)(F)F)cc(C(F)(F)F)c1)OCC(=O)N2	1
CCCN1C(=O)c2[nH]nc(-c3ccc(F)cc3)c2C1c1ccccn1 (stereo unspecified)	2
CCn1c(Cc2ccccc2)nnc1SCC(=O)Nc1cc(C)cc(C)c1	-5
CCCCOC(=O)c1ccc(Nc2nc3ccc(C(=O)c4ccccc4)cc3n3cnnc23)cc1	4
CN(C)C(=O)c1cc(-c2cnn(Cc3ccccc3)c2)nc2ccc(F)cc12	7
Cn1cnnc1SCc1ccccc1Cl	6
